Source: PubChem
p53 reactivator = re-activators of mutant p53. H1299 p53-A138V BP100-luciferase reporter, luminescence, 24 h. Potency, µM (series often up to 92.2 µM), without a hit: at the top dose activity change, positive = activation, usual class: activators. 0.063% of 320,000 active; note: potency is the fitted concentration of half-maximal effect; % of control where 0% means no effect; nearly all actives have a fitted effect of over 45% in size
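p53-null H1299 cells stably carrying temperature-sensitive p53-A138V and a BP100-luciferase reporter were pinned with compounds (4-point, 1:5 series) and held 24 hrs at 37 deg C. Luminescence was read 10 min after detection reagent.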
MLL CXXC-DNA inh = blocks binding of human MLL CXXC domain to DNA; Q03164; AID 2662; MLL-CXXC / FITC-HOXA9 DNA fluorescence polarization; Potency, µM (series often up to 115 µM), for inactives: top-dose activity change, negative = inhibition, most hits filed as inhibitors; 0.037% of 290,000 active; active = well fitted inhibition curve with a large enough effect in the polarisation, with a control signal flat, not every such curve was filed as active; inconclusive = small, poorly fitted or top-dose-only effect, or effect the other way, or a change in a side signal; inactive = no such curve, though single readings can be large or run the other way; the % refers to the polarisation; note: potency is the fitted concentration of half-maximal effect
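Fluorescence polarization: 7 uM MLL-CXXC (stock) preincubated 5 min with compounds, then 50 nM fluorescein-HOX-A9 DNA (stock) added; 30 min ambient. Buffer 50 mM Tris-HCl pH 7.5, 50 mM NaCl, 1 mM DTT, 0.05% BSA.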
a7 integrin act = activates integrin-mediated alleviation for muscular dystrophy | alpha7betagal myoblasts, beta-gal FDG fluorescence, 48 h | Potency, µM (top dose mostly 38.3 µM), inactives show at the top dose activation, actives largely listed as activators | 0.064% of 350,000 active;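 note: potency is the fitted concentration of half-maximal effect; 100% = response of the positive control SU9516; nearly all actives have a fitted effect of over 60% in size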
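alpha7betagal+/- myoblasts (passage 13, 250/well) treated 48 h at 37C with compounds at 1:260 dilution of DMSO stock. Lysed, then beta-galactosidase activity read as FDG fluorescence (ex 480/em 540) after 30 min, with pre-read for autofluorescence.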
TCR act = T cell receptor activation. primary human leukocytes, anti-CD3, IL-2 HTRF, 48 h. Potency, µM (highest dose often 9.22 µM), without a hit: at the top dose activation of IL-2 secretion, usual class: activators. 330,000 tested, under 10 active. AID 504894; note: % of control where 0% means no effect
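48 hr co-incubation of compounds, a-CD3 beads and primary human leukocytes; IL-2 quantified homogeneously by HTRF with anti-IL-2 K and d2 conjugates.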
BRCA1 expr up = activators of BRCA1 expression; Potency, µM (doses to about 46.1 µM), for the others: at the highest dose activation, hits mostly activators; 1.1% of 380,000 active; MCF7-BRCA1-FFLuc reporter, luminescence, 48 h; response scale: scaled: vehicle 0%, 10 µM genistein 100%; note: potency is the fitted concentration of half-maximal effect; nearly all actives have a fitted effect of over 80% in size; some results filed as inactive show a strong effect at the top dose
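Luminescence from a BRCA1-driven firefly luciferase in MCF7 cells was the read-out, taken 15 min after substrate addition following 48 h compound exposure at 37 °C. Data were normalized to a 10 microM genistein control and DMSO vehicle.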
B2AR arrestin = beta2AR (human) beta-arrestin recruitment activity. P07550. beta-arrestin recruitment to beta2AR, cell-based reporter. Potency, µM (titrated, usually from 46.1 µM), for the others: top-dose activation, hits mostly activators. 0.02% of 330,000 active;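 note: potency is the fitted concentration of half-maximal effect; 0% = DMSO controls and full agonism = EC100 isoproterenol or metaproterenol; nearly all actives have a fitted effect of over 65% in size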
Target sequence (P07550 whole entry, looked up): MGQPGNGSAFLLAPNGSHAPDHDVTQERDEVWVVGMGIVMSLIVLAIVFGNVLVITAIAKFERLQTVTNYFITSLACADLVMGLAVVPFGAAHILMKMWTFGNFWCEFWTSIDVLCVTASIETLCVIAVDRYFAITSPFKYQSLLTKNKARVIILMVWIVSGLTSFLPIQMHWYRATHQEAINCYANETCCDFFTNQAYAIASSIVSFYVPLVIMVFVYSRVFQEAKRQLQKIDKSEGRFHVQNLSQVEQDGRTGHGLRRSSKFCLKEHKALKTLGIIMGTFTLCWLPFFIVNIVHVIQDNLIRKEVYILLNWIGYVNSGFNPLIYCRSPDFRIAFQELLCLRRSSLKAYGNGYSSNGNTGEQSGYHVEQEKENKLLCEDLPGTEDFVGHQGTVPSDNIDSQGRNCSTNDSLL
TRPV1 ag = activates the human vanilloid receptor TRPV1; TRPV1-expressing cells, Fluo-8 calcium influx, agonist mode; Q8NER1; 0.19% of 320,000 active; activation, % at 8.33 µM; in the data active = activation above about 80%; inconclusive = between about 30% and that limit; note: 0% is about no effect
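Cells expressing TRPV1 were dye-loaded with Fluo-8 and read kinetically: 10 s baseline, 3 min after compound (agonist portion), then 2 min after EC20 capsaicin (allosteric enhancer portion). Calcium-bound dye fluorescence at 480/520 nm.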
A-T KAP1 phos = candidate therapy for ataxia-telangiectasia | […] A-T fibroblasts, KAP-1 phosphorylation AlphaLISA; neocarzinostatin DNA damage 30 min before lysis | Potency, µM (highest dose often 57.5 µM), without a hit: at the highest dose activation, usual class: activators | 0.19% of 320,000 active | AID 485349; note: potency is the fitted concentration of half-maximal effect; % of control where 0% means no effect; nearly all actives have a fitted effect of over 45% in size
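hTERT-immortalized A-T patient fibroblasts ([…]), 500 cells/well in OPTI-MEM, 1% FBS, got compounds for 60 min, then NCS for 30 min at 37C. Lysates were then assayed for phospho-KAP-1 by AlphaLISA (anti-pKAP1 donor, anti-KAP1 acceptor beads), 6 hr at 25C.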
ELG1 DNA repair = blocks ELG1-dependent DNA repair in HEK293T cells; Potency, µM (top dose mostly 46.1 µM), for inactives: top-dose activity change, negative = inhibition, actives largely listed as inhibitors; 2.3% of 330,000 active; HEK293T ELG1-luciferase reporter, luminescence, 16 h; DNA damage induced by 5-fluorouridine; note: potency is the fitted concentration of half-maximal effect; % is set by controls: 0 for no effect and ±100 for the full control effect; nearly all actives have a fitted effect of over 55% in size
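Step one: seed 2,000 cells per well. Step two: pin-transfer compound or DMSO alongside 5-fluorouridine. Step three: incubate 16 hr, 37 °C, 5% CO2. Step four: add ONE-Glo, wait 30 min, read luminescence.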
TSG101-PTAP inh = blocks PTAP/TSG101 interaction to inhibit HIV-1 budding; 340,000 tested, under 10 active; Potency, µM (titrated, usually from 115 µM), for the others: at the highest dose activity change, negative = inhibition, actives largely listed as inhibitors; Fluorescence polarization, FITC-PTAP peptide / Tsg101 binding; Q99816; active = well fitted inhibition curve with a large enough effect in the main read-out, with a control signal flat, not every such curve was filed as active; inconclusive = small, poorly fitted or top-dose-only effect, or effect the other way, or a change in a side signal; inactive = no such curve, though single readings can be large or run the other way; note: potency is the fitted concentration of half-maximal effect; % of control where 0% means no effect
Target sequence (Q99816 whole entry, looked up): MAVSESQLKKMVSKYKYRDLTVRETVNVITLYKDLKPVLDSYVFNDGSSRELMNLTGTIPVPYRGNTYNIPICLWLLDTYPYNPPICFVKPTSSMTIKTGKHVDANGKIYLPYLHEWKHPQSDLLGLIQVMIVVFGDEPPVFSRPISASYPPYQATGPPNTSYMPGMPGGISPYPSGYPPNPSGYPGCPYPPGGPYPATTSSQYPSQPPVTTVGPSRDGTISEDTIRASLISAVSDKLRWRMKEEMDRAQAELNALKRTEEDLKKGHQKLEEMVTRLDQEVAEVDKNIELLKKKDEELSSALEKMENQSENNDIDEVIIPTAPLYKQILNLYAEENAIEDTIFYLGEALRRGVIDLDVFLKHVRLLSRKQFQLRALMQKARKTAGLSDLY
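Fluorescence anisotropy tracks displacement of a FITC-tagged PTAP peptide (50 nM) from the Tsg101 binding domain (10 uM), following a 20 min room-temperature incubation at pH 7.5.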
* hit, by the source's call; ? = inconclusive; nt = not tested or not shown; [ ] = dose if it differs, or a comment. Unless noted, calls come from the whole dose curve; as a rule, active = well fitted curve in the direction sought with a large enough effect; inconclusive = small, poorly fitted or top-dose-only effect, or another doubt; inactive = no such curve, though single readings can be large; an effect the other way counts as inactive or inconclusive.

1: NNC(=O)c1sc2cc(C(F)(F)F)cnc2c1-c1ccccn1
2: CCn1c(O)c(N=NC(=O)C(O)c2ccccc2)c2ccccc21 (stereo not given)
3: COc1ccccc1OC(C)C(=O)N1CCC(Cc2ccccc2)CC1 (stereo not given)
4: COc1ccccc1C(=O)Nc1nnc(-c2ccc3c(c2)CCCC3)o1
5: CC(C)CCNC(=O)c1onc(CSc2ccncc2)c1C(=O)NCCC(C)C
6: Cc1ccc(NC(=O)COC(=O)Cc2ccsc2)c(C)c1
Compound,1,2,3,4,5,6
p53 reactivator,-4%,-7%,1%,0%,4%,1%
MLL CXXC-DNA inh,-4%,2%,0%,1%,-9%,0%
a7 integrin act,2%,21%,-1%,-3%,-22%,7%
TCR act,-1%,-2%,15%,-4%,0%,6%
BRCA1 expr up,1%,-11%,-29%,43%,-18%,17%
B2AR arrestin,-0.9%,-0.3%,-0.7%,0.4%,-0.1%,0.2%
TRPV1 ag,-3,3,9,nt,?,5
A-T KAP1 phos,-9%,-1%,3%,-12%,23%,2%
ELG1 DNA repair,6%,12%,-11%,16%,8%,-6%
TSG101-PTAP inh,0%,-3%,0%,-7%,0%,2%

7: Cc1cc2c3c(c1C)C1(C(=O)N3C(C)(C)CC2C)C(C#N)=C(N)Oc2cc(O)ccc21 (stereo not given)
8: NC(=O)CC(NC(=O)Cc1ccc(Cl)cc1)c1ccc(NCCN2CCOCC2)c([N+](=O)[O-])c1 (stereo not given)
9: CCSc1nc2c(c(=O)[nH]1)C(C(C)C)C(C#N)=C(N)O2 (stereo not given)
10: CC(CN(C)Cc1ccccc1)OC(=O)c1cccs1 (stereo not given)
11: C=CCOc1ccc(/C(O)=C2\C(=O)C(=O)N(CCCOC)C2c2ccc(O)c(OC)c2)cc1 (stereo not given)
12: CCn1nnnc1SCC(=O)N1CCN(c2ccccc2)CC1
Compound,7,8,9,10,11,12
p53 reactivator,-5%,nt,3%,-9%,1%,-4%
MLL CXXC-DNA inh,-4%,-1%,-4%,-7%,0%,-1%
a7 integrin act,5%,-9%,11%,4%,-16%,-13%
TCR act,2%,10%,-6%,4%[46.1 µM],-2%,-3%
BRCA1 expr up,-10%,0%,11%,-2%,7%,-5%
B2AR arrestin,-0.1%,-1.1%,-0.5%,0.0%,2.3%,-0.5%
TRPV1 ag,-2,1,-1,16,-3,-4
A-T KAP1 phos,0%,-4%,-3%,6%,3%,8%
ELG1 DNA repair,-9%,-7%,10%,1%,0%,6%
TSG101-PTAP inh,-1%,nt,-5%,-7%,-5%,0%

13: O=c1c2ccccc2c(C=NCCO)c(O)n1-c1ccccc1
14: COc1ccc(CC(=O)NC2CC(C)(C)NC(C)(C)C2)cc1OC
15: Cc1nc2c(-c3ccccc3)cnn2c(N)c1-c1ccccc1
16: CC(=O)c1c(C)[nH]c(C(=O)CSc2nc3ccccc3n2C)c1C
17: O=C(NC1CCC(=O)N(CCSc2ccccc2)CC1)OCc1ccccc1 (stereo not given)
18: CN(C)/C=C/C(=O)c1cnc(-c2ccc(Cl)cc2)s1
Compound,13,14,15,16,17,18
p53 reactivator,2%,-11%,20%,-2%,nt,23%
MLL CXXC-DNA inh,-1%,-4%,11%,-12%,11%,7%
a7 integrin act,14%,18%,17%,-52%[inhibitor],-6%,19%
TCR act,0%,0%,0%,-3%,17%,-8%
BRCA1 expr up,0%,-2%,-16%,-33%,-10%,?
B2AR arrestin,-0.5%,-2.0%,0.3%,0.1%,-1.1%,-0.1%
TRPV1 ag,-1,-13,4,3,2,11
A-T KAP1 phos,-1%,-26%,13%,2%,4%,5%
ELG1 DNA repair,6%,-1%,?,?,-17%,?
TSG101-PTAP inh,-7%,-4%,0%,-1%,nt,0%

19: COC(=O)c1sc(S(=O)(=O)Nc2ccc(Br)cc2)c(C(=O)OC)c1C
20: CC(C)OC(=O)CSc1nc2cccnc2n1-c1ccc(F)cc1
21: CCCCC(=O)NC(=S)Nc1cccc(Cl)c1N1CCCCC1
22: CCCCCN1C=CC(=C2C(=O)c3ccccc3C2=O)C=C1
23: COC(=O)[C@@H](NC(=O)Nc1cc(Cl)ccc1C)C(C)C
24: CCOC(=O)NC(Nc1nc2ccccc2s1)(C(=O)OCC)C(F)(F)F (stereo not given)
Compound,19,20,21,22,23,24
p53 reactivator,-10%,5%,?,-4%,20%,3%
MLL CXXC-DNA inh,8%,2%,-1%,30%,-6%,5%
a7 integrin act,14%,-14%,-46%[inhibitor],-11%,9%[7.66 µM],16%
TCR act,-8%[46.1 µM],6%,5%[46.1 µM],1%,22%,7%
BRCA1 expr up,-22%,-25%,-62%,?,0%,8%
B2AR arrestin,0.2%,0.1%,-0.8%,0.0%,-5.1%,-0.3%
TRPV1 ag,-4,-1,22,-2,nt,1
A-T KAP1 phos,5%,3%,?,-11%,12%,5%
ELG1 DNA repair,-4%,?,?,?,-4%,-23%
TSG101-PTAP inh,-6%,-6%,-1%,-4%,-4%,3%

25: COc1cc(OC)c(OC)cc1CNCCNC(=O)c1ccco1
26: CCOC(=O)c1c(NCC(C)C)c2ccccc2[nH]c1=O
27: O=C(Nc1ccc(C(=O)N2CCN(c3ccc(Cl)cc3)CC2)cc1)C1=CSCCO1
28: COCCn1nnnc1C(c1ccccc1Cl)N1CCN(c2ccccc2OC)CC1 (stereo not given)
29: Cc1csc2nc(COC(=O)c3cccc(N(C)C)c3)cc(=O)n12
30: Cc1cccc(N2C(=O)CC(Sc3ccccc3C(=O)O)C2=O)c1 (stereo not given)
Compound,25,26,27,28,29,30
p53 reactivator,7%,-5%,-5%,0%,?,5%
MLL CXXC-DNA inh,20%,10%,3%,6%,nt,4%
a7 integrin act,13%,-4%,-17%,2%,-6%,-4%
TCR act,-5%,-3%,-1%,8%,2%,2%[46.1 µM]
BRCA1 expr up,-15%,-35%,11%,2%,?,2%
B2AR arrestin,0.3%,-0.2%,0.4%,0.6%,2.6%,-0.1%
TRPV1 ag,-3,2,7,1,3,0
A-T KAP1 phos,-2%,4%,-1%,1%,5%,-1%
ELG1 DNA repair,11%,-17%,6%,-14%,?,22%
TSG101-PTAP inh,-5%,-7%,4%,-1%,-1%,-4%

31: S=c1[nH]nc(-c2ccccc2)n1/N=C/c1c[nH]c2ccccc12
32: O=C(Cc1cccc(NC(=O)C2CCCN(C(=O)C3CCCCC3)C2)c1)Nc1cccc(C(=O)N2CCCC2)c1 (stereo not given)
33: CN(C)c1nc2n(c(=O)n1)CCS2
34: Clc1ccc(OCCCCN2CCc3ccccc3C2)cc1
35: CC(=O)N(C)c1cccc(-c2ccc3nnc(C)n3n2)c1
36: Cc1cc(C)c(C#N)c(OCc2ccc(Cl)nc2)n1
Compound,31,32,33,34,35,36
p53 reactivator,0%,-13%,-2%,0%,-9%,-3%
MLL CXXC-DNA inh,-3%,nt,2%,-15%,6%,2%
a7 integrin act,15%,-21%,14%,-17%,2%,-35%
TCR act,-3%[46.1 µM],3%,2%,0%,4%,-14%
BRCA1 expr up,-17%,-12%,-7%,-1%,0%,-29%
B2AR arrestin,-0.8%,-0.5%,-0.5%,0.0%,-0.7%,-0.5%
TRPV1 ag,-2,-4,1,0,-5,0
A-T KAP1 phos,1%,5%,nt,36%,7%,6%
ELG1 DNA repair,-2%,?,-1%,12%,?,8%
TSG101-PTAP inh,0%,-3%,-2%,-3%,-2%,-5%

Results in B2AR arrestin, for four of the compounds above:
no.	Compound	B2AR arrestin
33	CN(C)c1nc2n(c(=O)n1)CCS2	-0.5%
34	Clc1ccc(OCCCCN2CCc3ccccc3C2)cc1	0.0%
35	CC(=O)N(C)c1cccc(-c2ccc3nnc(C)n3n2)c1	-0.7%
36	Cc1cc(C)c(C#N)c(OCc2ccc(Cl)nc2)n1	-0.5%

Next section
37: CCn1cc(C(=O)NCc2ccc(C)o2)c2cc(OC)c(OC)cc2c1=O
38: Clc1ccc(-c2nnc(N3CCOCC3)o2)cc1
39: O=C1CCN(Cc2ccccc2)C(=S)N1
40: CC(O)CNCCCOc1cccc(C(F)(F)F)c1 (stereo not given)
41: COCCN(C(=O)c1cccc(OC)c1)c1nnc(-c2ccncc2)s1
42: COc1ccc(-c2c(C)oc3c(CN4CCCCC4C)c(O)ccc3c2=O)cc1OC (stereo not given)
Compound,37,38,39,40,41,42
p53 reactivator,-17%,17%,nt,8%,6%,-4%
MLL CXXC-DNA inh,2%,-2%,nt,-13%,11%,13%
a7 integrin act,-6%,26%,-5%,-13%,-37%,-11%
TCR act,0%,-2%,-1%,2%,3%,-35%
BRCA1 expr up,28%,4µM*,0%,0%,18%,0%
B2AR arrestin,-0.1%,-0.8%,nt,-0.1%,-0.3%,0.0%
TRPV1 ag,1,?,nt,5,18,0
A-T KAP1 phos,0%,0%,nt,6%,0%,-5%
ELG1 DNA repair,-21%,?,nt,15%,14%,-1%
TSG101-PTAP inh,-7%,-3%,-3%,-3%,-4%,1%
